Keap1-Nrf2 PPI = Keap1-Nrf2 (human) interaction inhibition; 340,000 tested, 0.15% active; AID 504523; inhibition, % at 9.4 µM; Q14145; Keap1 Kelch-Nrf2 peptide fluorescence polarization, 1536-well; in the data active means inhibition above about 12%;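 further: human Keap1 Kelch domain with fluorescein labeled Nrf2 9mer peptide probe; 0% = neutral control wells and 100% = peptide positive control; higher means more block of Keap1 binding to Nrf2 peptide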
CAL PDZ FP-1 = blocks peptide binding to human CAL PDZ domain; purified CAL PDZ, TMR-peptide fluorescence polarization, 1 h; AID 504414; 330,000 tested, 0.02% active; inhibition, % at 20 µM;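 active means highest replicate inhibition of at least 40%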;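 further: plate controls were DMSO neutral control wells for no effect and unlabeled competitor peptide control wells for full effect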
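System: purified tagged CAL PDZ domain construct (CerCALP). Schedule: 1 h incubation at room temperature before polarization reading. Medium: 25 mM sodium phosphate pH 7.4, 150 mM NaCl, TCEP, IgG, Thesit. Read-out: percent inhibition from loss of millipolarization. Measured by: FP readout, S and P plane fluorescence. Probe or stimulus: fluorescent TMR peptide probe.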
V-ATPase pHluor = regulators of yeast V-ATPase proton transport. 350,000 tested, 0.37% active. response, % at 10 µM. S. cerevisiae, pHLuorin cytosolic pH fluorescence; in the data active means response mostly above about 7.3%, no sharp cut-off; inactive means mostly below about 5.4%; further: actives read high; inactives centre near 0; some compounds called inactive have numbers as strong as hits; reference of the scale not given here
DAGLB inh = diacylglycerol lipase beta (human) inhibition. Q8NCG7. HEK293T DAGLB membrane lysate, EnzChek fluorogenic substrate. inhibition, % at 5.17 µM. 340,000 tested, 0.059% active. AID 504411; in the data active means inhibition above about 34%;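 further: 0% = enzyme with vehicle and 100% = wells lacking enzyme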
NSD2 inh = inhibitors of human histone methyltransferase NSD2 | NSD2 peptide methylation, AlphaScreen, 120 min | inhibition, % at 12.5 µM | 310,000 tested, 0.54% active; in the data active means inhibition above about 50%
Target sequence (O96028 whole entry, looked up): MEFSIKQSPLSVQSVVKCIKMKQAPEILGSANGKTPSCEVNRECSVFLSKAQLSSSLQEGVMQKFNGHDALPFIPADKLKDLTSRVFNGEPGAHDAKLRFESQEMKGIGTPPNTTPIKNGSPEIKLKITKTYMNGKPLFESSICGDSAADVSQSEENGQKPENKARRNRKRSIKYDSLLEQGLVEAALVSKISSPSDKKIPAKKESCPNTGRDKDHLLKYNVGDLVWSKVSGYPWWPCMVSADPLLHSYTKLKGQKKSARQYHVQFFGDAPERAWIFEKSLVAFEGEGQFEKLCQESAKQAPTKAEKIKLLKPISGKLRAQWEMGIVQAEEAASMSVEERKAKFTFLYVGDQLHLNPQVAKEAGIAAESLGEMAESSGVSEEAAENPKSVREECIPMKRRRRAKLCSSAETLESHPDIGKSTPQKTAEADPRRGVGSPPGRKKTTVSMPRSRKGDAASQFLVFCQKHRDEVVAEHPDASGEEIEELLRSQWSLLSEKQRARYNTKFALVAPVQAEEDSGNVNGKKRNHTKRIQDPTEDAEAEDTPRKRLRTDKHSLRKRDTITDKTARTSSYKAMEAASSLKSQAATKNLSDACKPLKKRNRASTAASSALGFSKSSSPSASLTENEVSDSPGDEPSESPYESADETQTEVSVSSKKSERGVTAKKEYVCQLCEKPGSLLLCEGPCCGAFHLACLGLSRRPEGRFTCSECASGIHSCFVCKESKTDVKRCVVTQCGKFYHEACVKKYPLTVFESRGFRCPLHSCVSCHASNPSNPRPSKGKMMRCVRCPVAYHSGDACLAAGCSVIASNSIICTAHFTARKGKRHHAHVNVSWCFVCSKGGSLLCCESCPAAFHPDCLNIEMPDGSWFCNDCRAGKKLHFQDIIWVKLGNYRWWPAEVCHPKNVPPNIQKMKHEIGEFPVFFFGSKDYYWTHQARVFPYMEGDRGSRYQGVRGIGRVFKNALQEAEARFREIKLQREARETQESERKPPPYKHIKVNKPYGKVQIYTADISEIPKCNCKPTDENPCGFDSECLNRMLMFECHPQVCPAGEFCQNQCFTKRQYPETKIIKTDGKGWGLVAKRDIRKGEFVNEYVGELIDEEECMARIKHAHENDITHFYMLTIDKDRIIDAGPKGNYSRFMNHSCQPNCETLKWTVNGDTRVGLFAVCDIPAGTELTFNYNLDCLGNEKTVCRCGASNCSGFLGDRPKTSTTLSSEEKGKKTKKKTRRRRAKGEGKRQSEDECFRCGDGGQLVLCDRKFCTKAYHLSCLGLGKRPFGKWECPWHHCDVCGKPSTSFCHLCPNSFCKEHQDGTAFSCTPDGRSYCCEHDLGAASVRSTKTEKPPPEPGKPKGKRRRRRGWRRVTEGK
Arr AP2 block = blocks beta-arrestin peptide binding to AP2 adaptin; inhibition, % at 10 µM; FITC-arrestin peptide / GST-AP2 beads, flow cytometry; AP2 beta2 appendage carries R879A mutation; 340,000 tested, 0.31% active; AID 504490;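 active means inhibition above a set limit, near 3 SD of compounds lacking own fluorescence, cut at about 54% in these data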;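 further: plate controls were DMSO wells for no effect and 5 µM unlabelled arrestin peptide for full effect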
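system = GST-tagged AP2 beta2-adaptin appendage (R879A) on 4 µm glutathione beads | reagent = FITC-labelled arrestin peptide probe, 50 nM final | schedule = compound with beads 12 min RT, then probe 1 h RT | signal = HyperCyt-sampled flow cytometry, FL1 channel, ex 488/em 535 nm | read-out = percent response from loss of bead-bound FITC fluorescence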
Cardiac RTF inh = cardiac RTF calcium desensitization; IANBD-labeled cardiac RTF, Ca2+ fluorescence; inhibition, % at 7.15 µM; 340,000 tested, 0.12% active; AID 493244;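 active means inhibition above the mean inhibition of all tested compounds plus 3 SD, cut at about 17% in these data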;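 further: assay run at fixed EC70 calcium of 1.6 mM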
CAL PDZ FP-2 = blocks peptide binding to the human CAL PDZ domain. AID 602252. Q9HD26. 300,000 tested, 0.92% active. purified CAL PDZ, TMR-peptide fluorescence polarization, 1 h. inhibition, % at 24.9 µM;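 active means mean inhibition of at least 30% with at least half of replicates also reaching 30%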;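 further: 0% = DMSO neutral control and 100% = excess unlabeled competitor peptide PRC23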
LANA DNA inh = inhibitors of KSHV LANA C-terminal domain DNA binding | MBP-C-LANA/FAM-LBS DNA binding, fluorescence polarization | inhibition, % at 9 µM | 340,000 tested, 0.078% active | AID 504423;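 active means highest replicate inhibition at or above 60% at 9 µM, even if other replicates fall short; inactive means all replicates below 60% inhibition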;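 further: 0% = neutral control wells and 100% = 4 µM acridine orange control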
DSG3 Ab inh = blocks pemphigus antibody binding to human desmoglein-3; AID 588358; P32926; DSG3-coupled beads, scFv-anti-DSG3-GFP binding, flow cytometry; active compounds read low; binding (percent of control), % at 10 µM; 310,000 tested, 0.48% active;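 active means binding more than 3 SD below its plate's average and above zero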;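 further: hits lower antibody fragment binding to DSG3; some compounds called inactive have numbers as strong as hits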
An asterisk follows results filed as active; / = not tested or not shown.

SMILES	Keap1-Nrf2 PPI	CAL PDZ FP-1	V-ATPase pHluor	DAGLB inh	NSD2 inh	Arr AP2 block	Cardiac RTF inh	CAL PDZ FP-2	LANA DNA inh	DSG3 Ab inh
O=C(CCN1C(=O)c2ccccc2C1=O)NCc1ccncc1	-2	-2.3	2	0	1	1	4	-16	0.3	87
CCS(=O)(=O)N1CCC(C(=O)NCc2ccccc2OC)CC1	4	-2.2	/	0	4	5	-9	0	-0.9	86
CCOc1cc(NS(=O)(=O)c2ccc(NC(C)=O)cc2)c(OCC)cc1NC(=O)c1cccs1	-5	-2.2	0	1	6	/	-10	-2	1.8	108
COc1ccc(N(CC(=O)N2CCN(Cc3ccccc3)CC2)S(=O)(=O)c2ccccc2)cc1	4	-2.2	2	1	-1	2	-4	-1	-0.3	/
O=C(COc1cc(F)ccc1[N+](=O)[O-])NCCCc1ccccc1	2	-2.4	-1	-13	1	-20	-2	-1	-1.2	104
COc1ccc(OC)c(-n2c(=S)[nH]c3c(sc(=S)n3-c3ccccc3C)c2=O)c1	-3	-2.7	-2	3	2	-18	-13	-5	-0.1	101
CN(C(=O)CCc1nnc(-c2ccc(-c3ccccc3)cc2)o1)C1CCOCC1	-5	0.1	-2	1	-1	9	0	5	-1.0	115
CCC(CC)C(=O)Oc1c(C(=O)N(C)C)cccc1-c1ccccc1	0	-2.7	-3	-3	/	0	0	-3	-0.5	92
O=C1NN(c2ccc(Cl)c(Cl)c2)C(=O)/C1=C/c1ccc(-c2ccccc2C(=O)O)o1	-4	-0.6	4	28	16	5	2	-5	11	114
Cc1ccc(NC(=O)Cn2c(=O)n(CCC(=O)NC3CCN(Cc4ccccc4)CC3)c(=O)c3ccccc32)cc1	1	-0.4	0	-5	0	2	-17	-2	-1.3	100
O=C(NCc1cccnc1)c1ccc(S(=O)(=O)N2CCOCC2)cc1	-7	-3.1	1	0	0	8	-2	-1	1.2	101
COc1cc(/C=N/O)ccc1OCc1ccc(C(=O)O)cc1	3	-1.6	5	-2	-4	-4	-9	-1	-1.5	110
COc1ccc(C(CNC(=O)c2ccc(Cl)s2)N2CCOCC2)cc1 (centres undefined)	3	-0.6	-2	1	0	-12	-5	/	-1.9	101
Cc1ccc(S(=O)(=O)c2cc(C#N)c(=O)[nH]c2N)cc1	-3	-2.1	-2	2	2	19	-1	-6	0.0	105
Cn1nc(C(F)(F)F)c(C#N)c1N1CCN(c2ccccc2F)CC1	-1	-0.4	7	-2	6	6	0	2	-3.4	99
Cc1ccc(S(=O)(=O)NCc2ccccc2)cc1C(=O)NC1CCC(C)CC1 (centres undefined)	-2	0.0	-4	-6	25	9	-1	/	0.1	99
S=c1[nH]cc(-c2ccccc2)n1-c1ccccc1	0	-2.2	-2	2	1	8	-1	-1	-0.7	94
O=C(NCCCCCCNC(=O)OC1CCS(=O)(=O)C1)OC1CCS(=O)(=O)C1 (centres undefined)	-2	-3.2	-2	-2	-3	-3	-8	-7	0.6	98
CCOc1cccc(-c2c(C(=O)N/N=C/c3cccnc3)nnn2-c2nonc2N)c1	4	-2.3	0	-2	0	24	5	2	-0.7	101
Cc1ccc(CNC(=O)CCc2c(C)nc3c(c(C)nn3-c3ccc(C)cc3)c2C)cc1	-6	0.7	-1	0	/	-1	-6	/	0.6	98
CCCS(=O)(=O)c1c(S(=O)(=O)CCC)c2c(N)cccn2c1C(=O)OC	-1	-1.1	0	-3	9	22	-18	-1	7.4	105
O=C1c2ccccc2C(=O)C1c1ccnc2ccccc12	-2	-1.8	-1	-3	-14	22	-10	-5	2.0	/
CCc1noc(C)c1C(=O)N1CCN(S(=O)(=O)c2ccc(Cl)cc2)CC1	-3	-0.4	1	1	7	-10	-3	-14	-1.4	/
Cc1csc(SCC(=O)Nc2cccc3nsnc23)n1	-5	0.1	-5	-8	22	10	-5	-3	-1.0	/
O=C(O)COc1ccccc1/C=N/NC(=O)CSc1nc2ccccc2c(=O)n1-c1ccc(Cl)cc1	2	-4.3	-1	8	5	-6	0	-1	1.7	103
CCC(Sc1nc2cc(OC)c(OC)cc2c(=O)n1CCc1ccc(S(N)(=O)=O)cc1)C(=O)NCCOC (centres undefined)	-1	-1.2	2	-1	-6	13	4	/	-0.2	101
O=C(c1ccc(Cl)c(Cl)c1)N1CCOCC1	-2	0.2	4	0	6	2	-3	-6	-1.0	/
CCOC(=O)c1ccc(NC2=CC(=O)C(=O)c3ccccc32)cc1	-2	-1.0	-5	4	26	-10	-1	/	1.0	103
Cc1ccc2oc(=O)cc(CN3CCCCC3)c2c1	-7	-6.1	0	-2	2	4	-11	2	-0.2	100
O=C(CN1C(=O)CCC1=O)Nc1ccc(S(=O)(=O)N2CCOCC2)cc1	-6	-0.4	-1	1	-1	6	3	-4	0.2	105

4 neighbouring records out of the list so far:
SMILES	Keap1-Nrf2 PPI	CAL PDZ FP-1	V-ATPase pHluor	DAGLB inh	NSD2 inh	Arr AP2 block	Cardiac RTF inh	CAL PDZ FP-2	LANA DNA inh	DSG3 Ab inh
O=C(CCN1C(=O)c2ccccc2C1=O)NCc1ccncc1	-2	-2.3	2	0	1	1	4	-16	0.3	87
CCS(=O)(=O)N1CCC(C(=O)NCc2ccccc2OC)CC1	4	-2.2	/	0	4	5	-9	0	-0.9	86
CCOc1cc(NS(=O)(=O)c2ccc(NC(C)=O)cc2)c(OCC)cc1NC(=O)c1cccs1	-5	-2.2	0	1	6	/	-10	-2	1.8	108
COc1ccc(N(CC(=O)N2CCN(Cc3ccccc3)CC2)S(=O)(=O)c2ccccc2)cc1	4	-2.2	2	1	-1	2	-4	-1	-0.3	/

(continued)
SMILES	Keap1-Nrf2 PPI	CAL PDZ FP-1	V-ATPase pHluor	DAGLB inh	NSD2 inh	Arr AP2 block	Cardiac RTF inh	CAL PDZ FP-2	LANA DNA inh	DSG3 Ab inh
COc1ccc(OC)c(N(CC(=O)Nc2ccccc2F)S(=O)(=O)c2ccccc2)c1	-1	-0.1	2	-4	0	30	5	0	0.5	107
CN(C(=O)COC(=O)c1ccc(Cl)s1)C1(C#N)CCCCC1	-2	-0.2	-1	-2	4	8	-15	4	0.0	111
O=C(Cn1cc2c(n1)CCCC2)NCc1cccc(Cl)c1	5	0.1	0	3	/	8	-6	-1	-2.2	107
CC(=O)Cc1nsc(NC(=O)c2c(-c3ccccc3Cl)noc2C)n1	-2	-2.7	0	1	-5	-1	-6	-4	-0.6	/
CCCC(=O)Nc1sc(Cc2ccccc2)c(C)c1C(N)=O	-3	-0.1	1	0	-5	-16	1	-2	-0.8	115
COc1ccc(C(=O)NC2CC2)cc1OC1CCN(Cc2ccc(SC)cc2)CC1	3	-3.4	-1	0	8	3	0	-5	1.1	128
COc1ccc(-c2cc(C(F)(F)F)nc(SCC(=O)NCc3ccco3)n2)cc1OC	-5	0.2	3	3	-1	14	-4	-4	-1.5	102
N#Cc1nc(-c2ccco2)oc1N1CCOCC1	1	0.7	-4	-1	-1	3	-7	/	-1.6	94
CC(C)CCN1C(=O)c2ccc(C(=O)NCc3ccccn3)cc2C1=O	3	0.4	-10	0	1	26	6	-4	0.1	99
C=CCn1c(SCC(=O)NC)nc2sc3c(c2c1=O)CCC3	-1	-2.1	-1	3	/	21	-3	-1	0.8	93
c1ccc(N2CCN(c3ccccc3)C2c2cccnc2)cc1	-3	-1.5	-1	-2	6	13	1	-2	37	118
COc1ccccc1C(=O)NC(CCSC)C(=O)NNC(=O)c1csc(N2CCOCC2)n1 (centres undefined)	1	-0.7	0	-3	-3	-4	2	/	1.7	/
CC(=O)c1n[nH]nc1NC(=O)c1ccccc1	-9	-2.1	2	-3	6	-2	-5	-3	3.1	123
CCc1cccc(C)c1NC(=S)N1CCCCC1c1cccnc1 (centres undefined)	-5	-0.3	-1	-2	-2	11	-19	7	0.6	91
CCOc1ccc(-n2nnc3c(=O)n(CC(=O)Nc4cc(C)on4)cnc32)cc1	3	-2.3	6	-2	-3	5	4	-1	3.3	85
O=C(O)CCC(=O)N1CCN(c2nc(-c3ccccc3)c3cc(Br)ccc3n2)CC1	-2	/	-2	2	-7	15	-3	-9	1.2	98
COc1ccccc1N1CCN(C2CCCN(S(=O)(=O)c3ccc(C)cc3)C2)CC1 (centres undefined)	0	-3.1	10*	-1	2	50	-1	-2	-6.8	104
CN(Cc1ccnc2ccccc12)C(=O)C1CCC(=O)N(Cc2ccccc2F)C1 (centres undefined)	-3	0.2	-7	3	-1	11	-12	-5	1.9	115
COC(=O)c1cc(NC(=O)CSc2ncn[nH]2)ccc1Cl	4	-1.0	1	4	0	15	-3	-1	0.2	101
COc1ccccc1NC(=S)N1CCN(c2ccc(F)cc2)CC1	-1	1.0	-4	-1	-2	5	-2	-2	-1.8	108
COC(=O)CNC(=O)C1CCN(c2nc(C)cc(C)n2)CC1	-3	0.4	1	-1	2	-1	-9	/	0.0	99
COc1ccc(N2CCN(C(=O)CCCCCn3c(=O)[nH]c4ccsc4c3=O)CC2)cc1	-6	-2.3	-1	1	7	5	-13	0	-0.1	100
CCOC(=O)C1=C(COC(=O)COc2ccc(C(C)=O)cc2)NC(=O)NC1C (centres undefined)	-2	-1.4	-4	2	3	-2	1	-3	0.4	96
Cc1ccc(C(=O)NCCN2CCN(C(=O)c3ccc(C)c(C)c3)CC2)cc1C	0	-0.9	0	2	-1	12	-3	-4	-1.1	101
N#C/C(=C/c1ccc(N2CCCCCC2)o1)c1cccc(F)c1	-10	-2.6	1	5	1	-5	-35	/	0.4	173
CC(OC(=O)Cc1ccc(Br)cc1)C(=O)NC1CCCCC1C (centres undefined)	-5	-3.0	-1	-3	2	-17	-14	-2	1.7	106
CC(C)n1c(Nc2ccccc2)nc2ccccc21	3	-0.6	0	-1	-2	5	5	-1	2.1	/
COc1cccc(-n2c(C)c3c(OC)cccc(=O)c3c2C)c1	0	-0.6	-1	2	1	44	25*	2	-0.6	105
CCCC(=O)NCCc1nc2ccccc2n1CC(=O)c1ccccc1	-5	-0.6	4	-1	0	2	-18	-2	-1.8	119
Cc1ccc(-c2nc(CCNC(=O)c3ccco3)cs2)cc1	0	-2.0	-1	-4	-1	-8	2	4	-1.7	110
O=C1CCCN1CC(CN1CCOCC1)Sc1nc2ccccc2c(=O)n1-c1ccccc1 (centres undefined)	-1	0.6	0	2	7	0	2	2	2.0	108
CN(C)CCCn1c(SCc2ccc(Cl)cc2)nnc1-c1ccncc1	3	-0.3	-3	2	13	-17	-7	-19	1.0	105
COCCCNc1nc2nonc2nc1NCCSC	-10	-2.3	2	0	-3	-12	4	2	0.6	94
Cc1cccc(NC(=O)CCC(=O)c2cccs2)n1	-4	-2.8	-2	1	0	-1	-1	-4	1.1	101
Cc1nccnc1Sc1ccccc1	-2	-1.3	2	2	6	31	-8	2	-1.4	104
COC(=O)c1ccccc1NC(=S)N1CCN(c2ccc(OC)cc2)CC1	-2	-1.1	-2	-6	8	31	-19	-1	0.8	94
COc1ccc(CCNC(=O)CCn2c(=O)oc3ccccc32)cc1	1	0.2	-4	-3	/	26	1	/	-0.6	100

Only part of the results is shown; the hit share may differ from the screen's.
